AHR act: activates the human aryl hydrocarbon receptor. P35869. AHR-responsive luciferase reporter cells, luminescence. activation, % at 5 µM. hit rate 2.5% among 320,000; in the data active = activation above about 47%;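 note: 0% = vehicle wells and 100% = reference agonist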
Target sequence (P35869 whole entry, looked up): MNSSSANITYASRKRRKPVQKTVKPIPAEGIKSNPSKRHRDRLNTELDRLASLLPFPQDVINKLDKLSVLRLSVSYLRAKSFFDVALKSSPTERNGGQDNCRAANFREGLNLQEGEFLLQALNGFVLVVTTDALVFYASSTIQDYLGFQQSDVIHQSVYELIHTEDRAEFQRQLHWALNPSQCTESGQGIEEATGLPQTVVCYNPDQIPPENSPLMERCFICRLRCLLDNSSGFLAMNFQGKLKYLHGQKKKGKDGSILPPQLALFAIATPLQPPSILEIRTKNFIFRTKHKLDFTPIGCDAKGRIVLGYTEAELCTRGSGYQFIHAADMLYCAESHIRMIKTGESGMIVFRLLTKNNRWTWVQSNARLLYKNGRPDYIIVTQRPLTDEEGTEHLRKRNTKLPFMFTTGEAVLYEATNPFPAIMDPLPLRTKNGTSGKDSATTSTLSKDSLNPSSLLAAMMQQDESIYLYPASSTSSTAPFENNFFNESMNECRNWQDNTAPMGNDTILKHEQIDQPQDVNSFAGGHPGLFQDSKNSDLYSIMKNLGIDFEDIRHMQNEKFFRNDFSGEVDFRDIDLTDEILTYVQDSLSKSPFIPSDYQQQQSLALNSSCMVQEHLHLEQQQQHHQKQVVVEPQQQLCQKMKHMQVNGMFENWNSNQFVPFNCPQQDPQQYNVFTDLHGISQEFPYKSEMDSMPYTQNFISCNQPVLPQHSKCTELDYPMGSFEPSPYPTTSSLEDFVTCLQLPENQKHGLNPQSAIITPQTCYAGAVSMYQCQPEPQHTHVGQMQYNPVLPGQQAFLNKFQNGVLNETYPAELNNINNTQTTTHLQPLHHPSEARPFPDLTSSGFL
Yeast superoxide: caloric restriction mimetics inhibiting age-related superoxide in yeast. S. cerevisiae aged cells, superoxide DHE fluorescence; hits give low values. superoxide response (% of plate mean), % at 10 µM. hit rate 0.18% among 330,000;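 active = superoxide response under a set limit, about three screen SD below normal, cut at about 65% in these data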;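 note: yeast aged for seven days with compound at 30 °C before DHE staining; 100% = average MFI of all compound-treated wells on the plate with controls excluded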
RPL19A TOR yeast: yeast TOR pathway RPL19A-GFP modulation. percent response vs DMSO, % at 10 µM. AID 2025. S. cerevisiae RPL19A-GFP strain, flow cytometry, 3 h; hits give low values. hit rate 0.3% among 330,000;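 active = percent response vs DMSO below 50%; inconclusive = fewer than 70 events counted for the yeast strain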;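 note: median channel GFP fluorescence of the barcoded RPL19A-GFP strain; ratio of sample median GFP to plate DMSO average so 100% = DMSO; lower means less RPL19A-GFP as with rapamycin TOR inhibition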
AGP1-GFP MLPCN: modulators of TOR pathway AGP1-GFP in S. cerevisiae; S. cerevisiae AGP1-GFP multiplex flow cytometry, 3 h; GFP as percent of DMSO wells; GFP response vs DMSO, % at 10 µM; hit rate 0.02% among 320,000; AID 2066;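 active = GFP response relative to DMSO above a set limit, near screen average plus 3 SD, cut at about 150% in these data; inconclusive = fewer than 70 cells counted for the yeast strain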;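 note: median GFP channel fluorescence of the gated AGP1 strain per well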
LAP4-GFP MLPCN: yeast TOR pathway LAP4-GFP modulation. S. cerevisiae LAP4-GFP multiplex, flow cytometry GFP, 3 h; median GFP as percent of DMSO wells. GFP response vs DMSO, % at 10 µM. hit rate 0.34% among 320,000. AID 2023;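 active = GFP response vs DMSO above a set limit, about the screen mean plus 3 SD, cut at about 150% in these data; inconclusive = under 70 cell events counted for the yeast strain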
MEP2-GFP yeast: yeast TOR pathway MEP2-GFP modulation; S. cerevisiae MEP2-GFP strain, flow cytometry GFP, 3 h; 100% = DMSO control level; GFP response vs DMSO, % at 10 µM; hit rate 0.51% among 330,000; AID 2016;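 active = GFP response versus DMSO above a set limit, roughly screen mean plus 3 SD, cut at about 180% in these data; inconclusive = fewer than 70 cells counted for a yeast strain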;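 note: median GFP fluorescence of the barcode-gated MEP2-GFP cells per well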
CIT2 TOR yeast: yeast TOR pathway CIT2-GFP modulation | S. cerevisiae CIT2-GFP strain, flow cytometry, 3 h; 100 means same as DMSO wells | GFP response vs DMSO, % at 10 µM | hit rate 0.065% among 320,000 | AID 2029;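 active = GFP response relative to DMSO above a set limit, near the screen mean plus 3 SD, cut at about 150% in these data; inconclusive = Fewer than 70 cells measured for a yeast strain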;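 note: ratio of well median GFP fluorescence to mean of DMSO wells on the plate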
Efflux pump mplx: inhibitors of Candida antifungal efflux pumps expressed in yeast. S. cerevisiae Candida pump triplex, Nile Red efflux. inhibition, % at 10 µM. hit rate 0.44% among 330,000. AID 485275;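 active = plate passing quality check with inhibition over a set limit, or well fluorescence over plate mean plus 4 SD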;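 note: Nile Red retained in pooled yeast measured as flow cytometry median fluorescence; 0% = buffer negative control and 100% = Enniatin B positive control; higher means more Nile Red kept so more efflux inhibition; some compounds called inactive have numbers as strong as hits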
* = called active by the depositor; ? = inconclusive; · = no result given; [ ] = another dose, or the depositor's remark. Rows were taken by chance; overall some 3.9% were active at least once.

SMILES	AHR act	Yeast superoxide	RPL19A TOR yeast	AGP1-GFP MLPCN	LAP4-GFP MLPCN	MEP2-GFP yeast	CIT2 TOR yeast	Efflux pump mplx
COc1ccc(C(=O)CCNc2ccc(F)cc2)cc1	-3	94	105	113	121	101	97	-0.1
Cc1ccc(Nc2nc(N)nc(CN3CCCCCC3)n2)c(C)c1	9	114	96	100	101	100	101	0.1
C=CCn1c(C)c(C(C)=O)cc(NC(=O)c2ccccc2)c1=O	36	99	95	103	116	97	94	0.0
CCOc1ccc(C(=O)N[C@H](C(=O)Nc2ccccc2OC)C(C)C)cc1	1	96	95	104	107	94	97	-0.2
Cc1nn(C(=O)c2nn(C)cc2[N+](=O)[O-])c(C)c1Cl	0	108	94	94	101	102	86	0.1
O=Cc1c(NCCN2CCCC2)c2ccccc2[nH]c1=O	-3	94	96	95	88	98	96	0.0
O=C1C(=Nc2cccc(Cl)c2)CC(c2ccc(Cl)cc2)N1c1cccc(Cl)c1 (stereo not drawn)	·	97	104	100	91	108	97	0.1
Cc1cccc(NC(=O)CSc2nncn2-c2ccccn2)c1	6	91	102	113	103	108	91	-0.1
CN=C(Nc1ccccc1)SC1CC(=O)N(c2cccc(OC)c2)C1=O (stereo not drawn)	7	102	106	108	98	102	101	0.0
CCc1ccc(NC(=O)CSc2nc3ccccc3c(=O)n2CCCC(=O)N2CCCC2)cc1	12	104	101	104	101	101	90	0.1
Cc1ccc(C)c(NS(=O)(=O)c2cc(C(=O)N3CCCC3)ccc2Cl)c1	0	90	92	104	101	99	89	0.0
Cc1cccc(OCC(=O)Nc2ccc(C(=O)O)cc2NC(=O)COc2cccc(C)c2)c1	-2	116	104	95	94	103	101	0.1
O=C(Nc1cccc2cccnc12)c1cccc(Cl)c1	59*	106	60[may fluoresce violet]	?	81[may fluoresce violet]	567*[may fluoresce violet]	?	-0.1
Cc1cc(C)c(NC(=O)C2CCN(c3cnccn3)CC2)c(C)c1	3	99	93	92	88	94	·	0.0
COc1cc(Cl)c(S(=O)(=O)NCc2ccccn2)cc1Cl	-1	94	100	107	102	96	104	-0.2
O=C(NC(Cc1ccccc1)C(=O)O)/C(=C/c1cccc([N+](=O)[O-])c1)NC(=O)c1ccco1 (stereo not drawn)	0	108	100	102	99	104	102	-0.2
CC(NC(=O)CCCN1C(=O)c2ccccc2C1=O)c1ccc2c(c1)CCCC2 (stereo not drawn)	2	124	98	93	102	101	88	0.0
Cc1ccc(NS(=O)(=O)c2ccc(-c3csc(C)n3)s2)c(C)c1	4	111	93	101	113	95	84	0.2
CCC(C)(C)n1nnnc1CN1CCN(c2nc3cc(OC)ccc3cc2C#N)CC1	-5	84	100	114	106	98	105	0.1
NCCCNc1ccc([N+](=O)[O-])cc1C(F)(F)F	-1	99	105	102	110	100	93	0.1
COc1ccc(N(CC(=O)NCc2ccc3c(c2)OCO3)S(=O)(=O)c2ccccc2[N+](=O)[O-])c(OC)c1	4	96	98	94	87	89	95	0.2
CCOc1ccc(C2C(C(=O)Nc3ccccc3)=C(C)N=c3s/c(=C/c4cccc(OCC(=O)O)c4)c(=O)n32)cc1 (stereo not drawn)	0	99	94	101	99	95	92	-0.1
COc1cccc(CNC(=O)C2CCN(c3nn4c(=O)cc(C)nc4s3)CC2)c1	0	86	96	105	104	94	99	-0.1
COc1ccc(/C=C2\SC(=S)N(CCC(=O)Nc3ccc(C(=O)O)cc3)C2=O)cc1OC	0	100	101	97	95	101	98	-0.1
COC(=O)c1cccc(NC(=O)CN2CCN(Cc3ccccc3)CC2)c1	10	98	102	104	98	103	95	0.1
C=CCc1cc(Cl)ccc1OC(=O)Nc1cccc(Cl)c1	15	102	95	96	96	94	102	-0.1
NC(=O)/C(=N\O)c1ccccc1	-1	109	101	102	112	105	105	-0.3
Cn1nnnc1Sc1ncnc2scc(-c3cccs3)c12	8	125	94	97	105	97	95	0.0
COc1ccc(CNc2nc3ccccc3n2CCN2CCCCC2)cc1	-1	107	95	102	99	98	92	0.3
COCCCNC(NC(=O)c1ccc(OC)cc1)C(Cl)(Cl)Cl (stereo not drawn)	3	111	96	100	100	97	103	0.0
CC(C)NC(=O)c1cc2cc([N+](=O)[O-])ccc2s1	-12	96	95	93	101	100	90	0.2
CSc1ccccc1NC(=O)CSc1nnc(COc2ccccc2)o1	7	99	99	92	94	106	91	0.5
Cc1nnc(SCc2ccc(Cl)cc2)nc1/C=C/N(C)C	1	109	106[may fluoresce violet]	16[may fluoresce violet]	87[may fluoresce violet]	114[may fluoresce violet]	?	-0.1
COc1ccc(Cc2noc(CN3CCN(C4CCc5ccccc5C4)CC3)n2)cc1OC (stereo not drawn)	6	103	95	102	106	99	96	0.2
N#CC1=C(SCC(=O)Nc2ccccc2)NC(=O)CC1c1ccco1 (stereo not drawn)	6	125	100	99	102	100	96	0.5
COCCNC(=O)c1ccccc1NS(=O)(=O)c1ccc(Br)s1	4	106	96	94	93	95	89	0.1
O=S(=O)(c1ccccc1)N(Cc1ccc(Cl)cc1)c1ccncc1	-3	85	95	95	94	100	98	0.1
Cn1c(=O)c2c(nc(N/N=C/c3ccc(OC(=O)c4ccco4)cc3)n2Cc2ccccc2)n(C)c1=O	-2	100	110	98	91	106	104	-0.1
CC1=NN(C(=O)COc2cc(C)ccc2C(C)C)C(O)(c2ccccc2)C1 (stereo not drawn)	2	108	99	93	104	97	96	0.2
COc1ccc(/C=N/NC(=O)Cn2cnc3ccccc3c2=O)cc1OC	0	114	98	96	94	107	103	0.2
CC1=CCC2C(=O)N(c3ccc(S(N)(=O)=O)cc3)C(=O)C2C1 (stereo not drawn)	-1	97	100	97	112	104	107	-0.2
CN=C1SC(C(=O)O)CC(=O)N1C (stereo not drawn)	0	96	100	103	96	103	98	0.1
O=C(CN1CCCCC1)N/N=C/c1ccccc1Br	11	107	98	91	85	102	93	0.1
CCCC(c1nnnn1Cc1ccc(OC)cc1)N1CCC(C(N)=O)CC1 (stereo not drawn)	1	108	94	91	97	93	90	-0.2
CCOC(=O)c1cn(CC)c2ccc(S(=O)(=O)N3CC(C)CC(C)C3)cc2c1=O (stereo not drawn)	0	84	101	106	105	124	107	-0.2
CCN(C(=O)CSc1nnc(-c2ccncc2)n1Cc1ccccc1)C1CCS(=O)(=O)C1 (stereo not drawn)	-1	114	103	105	98	103	105	0.1
Cc1c(N=Cc2ccc[nH]2)c(=O)n(-c2ccccc2)n1C	0	126	97	99	95	99	96	-0.1
Cc1ccc(CSc2nc(-c3ccccc3)c(C#N)c(=O)[nH]2)cc1	2	127	105	100	88	106	104	0.2
COC(=O)c1ccc(NC(c2ccc(Cl)cc2)P(=O)(OC)OC)cc1 (stereo not drawn)	3	107	97	87	84	97	92	0.2
Cc1ccc(CCNC(=O)C2CCC(CNc3c(N4CCC(C)CC4)c(=O)c3=O)CC2)cc1 (stereo not drawn)	2	105	99	96	108	102	93	0.2
CCC(=O)OCCNc1cc(Sc2nc3ccccc3s2)c2nonc2c1[N+](=O)[O-]	0	101	77	92	259*	94	50	0.0
CCOc1ccc(C(C)=O)cc1Cn1nc(C(=O)O)c2ccccc2c1=O	0	99	103	108	100	104	106	0.0
Nc1c(C(=O)CSc2nnc(-c3ccccc3)o2)c(=O)[nH]c(=O)n1C1CC1	-1	77	99	100	98	98	91	0.1
Cc1cccn2cc(CCNC(=O)c3ccco3)nc12	1	105	91	97	99	94	106	0.0
Cc1cc(=O)oc(C)c1C(=O)NCCC1=CCCCC1	5	94	97	105	110	105	90	0.0
C/C(Cn1nnc([N+](=O)[O-])n1)=N\NC(=O)c1ccc(C)cc1	3	85	95	93	93	93	88	0.0
O=C(c1cccc([N+](=O)[O-])c1)N1CCN(c2ccc(Cl)cc2)CC1	-1	118	103	95	86	103	99	-0.1
CC(=O)c1ccc(S(=O)(=O)N2CCN(CC(=O)Nc3ccc(Cl)c([N+](=O)[O-])c3)CC2)cc1	-3	106	94	93	87	94	90	0.1
CCn1nc(C)c(CN2CCC(n3nccc3NC(=O)c3ccc4c(c3)OCO4)CC2)c1C	1	104	106	108	91	106	108	0.0
CC1CCCCN1C(=O)COC(=O)c1ccc(=O)n(Cc2ccccc2)n1 (stereo not drawn)	1	103	102	110	108	102	104	-0.1

(more compounds)
SMILES	AHR act	Yeast superoxide	RPL19A TOR yeast	AGP1-GFP MLPCN	LAP4-GFP MLPCN	MEP2-GFP yeast	CIT2 TOR yeast	Efflux pump mplx
Cc1cc(C)n(-c2ccc(C(=O)O)cc2)n1	5	89	100	92	86	98	93	0.4
Cc1c(OCC(=O)C(C)(C)C)ccc2c3c(c(=O)oc12)CCCC3	6	98	101	95	89	98	99	-0.1
COc1cccc(NC(=O)CN(C)C(=O)c2cc(-c3ccc(F)cc3)nc3ccccc23)c1	3	106	104	97	115	107	92	0.4
CCNC(=S)NNC(=O)c1csc2c1CCC(C)C2 (stereo not drawn)	5	109	92	·	96	87	97	-0.1
O=C(N/N=C/c1ccc(C(=O)O)cc1)C1=NNC(c2ccccc2)(c2ccccc2)C1	0	88	100	98	106	91	85	0.0
CCOc1c2ccc(C(=O)NCc3ccc(C)cc3)cc2nn1CCOC	-5	94	106	94	106	99	99	0.0
Cc1ccc(NC(=O)NC(=O)N(C2CCCCC2)S(=O)(=O)c2ccccc2)cc1	21	106	98	94	99	89	83	0.0
CC(c1nnc(SCC(=O)NC(=O)NCc2ccco2)n1-c1ccc(Cl)cc1)N(C)C (stereo not drawn)	0	98	94	96	103	93	101	-0.1
COC(=O)N/N=C/c1ccc(-c2ccc(Cl)c(Cl)c2)o1	-7	95	102	91	99	84	89	-0.8
COc1ccc([N+](=O)[O-])cc1NS(=O)(=O)c1ccc(C)cc1	-1	110	97	98	100	105	105	0.1
COC(=O)C1=C(N)OC2=C(C(=O)CC(C)(C)C2)C1c1ccccc1OCC#N (stereo not drawn)	-2	94	105	103	89	101	99	0.1
CCOC(=O)c1cc2sccc2n1Cc1ccc(C#N)cc1	1	92	90	95	107	91	96	-0.1
CN(CC(=O)Nc1ccc(F)c(F)c1F)C(=O)C1CSC2(C)CCC(=O)N12 (stereo not drawn)	-2	107	96	97	97	97	90	0.2
c1cc2c(cc1NC1CCCCCC1)OCO2	4	107	98	98	99	105	108	-0.2
O=C(CCc1ccccc1)NNC(=S)NC(=O)c1ccccc1	3	172	108	95	243*	121	97	0.1
c1ccc(-n2nnnc2Oc2ccc(-c3nnco3)cc2)cc1	0	131	92	95	99	92	77	0.0
O=C(COc1ccccc1Br)NC1CC1	4	100	95	99	104	101	103	-1.3
CCSc1nc2ccccc2c(=O)n1OCC(=O)OC	-1	105	102	103	93	101	·	-0.1
O=C(CSc1nncn1-c1ccccc1)Nc1ccccc1F	13	109	97	96	98	99	96	0.2
c1ccc2c(c1)nc1n2CCN1CCN1CCCC1	1	96	105	100	86	104	106	-0.1
CCOc1ccccc1C(=O)NCC(=O)OCC(=O)c1ccc2c(c1)OCCO2	1	107	98	95	100	116	95	0.3
Cc1cc(C(=O)NCc2cccc(Cl)c2)c2ccccc2n1	-2	89	108	103	99	108	105	-0.1
